proKLK7 act = activators of human kallikrein-7 zymogen; P49862; purified proKLK7, EDANS-DABCYL substrate fluorescence; 100% is mature enzyme control, 0% vehicle; activation, % at 7 µM; 370,000 compounds, 0.9% hits; AID 652039;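 active means activation above the mean of all tested compounds plus 3 SD, computed per campaign excluding outliers beyond control limits, cut at about 13% in these data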
GC-B act = GC-B (human) receptor activation; P20594; HEK293-GC-B cells, CNP EC30, cGMP TR-FRET; 0% at EC30 CNP, 100% saturating CNP; activation, % at 10 µM; 370,000 compounds, 0.11% hits; AID 1920062;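 active means activation at 10 µM reaching about 35% in either raw or pattern-adjusted values, limit read from the data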
hcDAF-12 act = H. contortus DAF-12 activation, primary screen; 370,000 compounds, 1.4% hits; HEK293 hcDAF-12 lit1-tk-luc reporter, luminescence; 0% DMSO, 100% Δ7-dafachronic acid; activation, % at 6.8 µM;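 active means activation above the mean of all tested compounds plus 3 SD, cut at about 5.5% in these data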;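 further: 100% = response to 3 µM Δ7-dafachronic acid high control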
DAX1 inh-1 = inhibitors of DAX1 repression of SF-1 activated StAR promoter; AID 652010; HEK293T StAR-luciferase reporter, SF-1/DAX-1 repression relief; inhibition, % at 6.8 µM; 370,000 compounds, 1.1% hits;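 active means inhibition above the mean over all tested compounds plus 3 SD, cut at about 3.6% in these data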;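 further: 0% = DAX-1 cells with DMSO and 100% = cells lacking DAX-1 with DMSO; higher inhibition means more luminescence from relief of DAX-1 repression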
ssDAF12 agonist = activators of S. stercoralis DAF-12 nuclear receptor | HEK293 ssDAF-12/GRIP1 lit1-tk-luc reporter, luminescence; % of 3 µM dafachronic acid response | activation, % at 6.8 µM | 370,000 compounds, 1% hits;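 active means activation above the mean over all tested compounds plus 3 SD, cut at about 0.9% in these data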;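 further: 0% = DMSO-only wells and 100% = 3 µM delta7-dafachronic acid wells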
DAX1 inh-2 = inhibitors of human orphan nuclear receptor DAX1 (NR0B1); AID 504766; HEK293 Gal4-DAX1 luciferase reporter, luminescence; inhibition, % at 6.75 µM; 340,000 compounds, 0.99% hits; P51843;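 active means inhibition above the mean over all tested compounds plus 3 SD, cut at about 4.2% in these data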;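 further: 0% = DAX1-transfected cells with DMSO and 100% = empty-vector control cells with DMSO; inhibition shows as a rise in luminescence from relieved DAX1 repression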
SMARCA2 activ = SMARCA2 function activation, primary screen; MG213 cells, MMTV-luciferase reporter, dexamethasone, overnight; activation, % at 9.1 µM; 370,000 compounds, 1% hits; AID 652017; in the data active means activation above about 7.8%;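 further: 0% = vehicle wells and 100% = reference activator wells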
GC-A act = GC-A (human) enzyme activation; P16066; HEK293 GC-A cells, cGMP TR-FRET, EC30 ANP; 0% at EC30 ANP, 100% saturating ANP; activation, % at 10 µM; 370,000 compounds, 0.14% hits; in the data active means activation above about 40%
Target sequence (P16066 whole entry, looked up): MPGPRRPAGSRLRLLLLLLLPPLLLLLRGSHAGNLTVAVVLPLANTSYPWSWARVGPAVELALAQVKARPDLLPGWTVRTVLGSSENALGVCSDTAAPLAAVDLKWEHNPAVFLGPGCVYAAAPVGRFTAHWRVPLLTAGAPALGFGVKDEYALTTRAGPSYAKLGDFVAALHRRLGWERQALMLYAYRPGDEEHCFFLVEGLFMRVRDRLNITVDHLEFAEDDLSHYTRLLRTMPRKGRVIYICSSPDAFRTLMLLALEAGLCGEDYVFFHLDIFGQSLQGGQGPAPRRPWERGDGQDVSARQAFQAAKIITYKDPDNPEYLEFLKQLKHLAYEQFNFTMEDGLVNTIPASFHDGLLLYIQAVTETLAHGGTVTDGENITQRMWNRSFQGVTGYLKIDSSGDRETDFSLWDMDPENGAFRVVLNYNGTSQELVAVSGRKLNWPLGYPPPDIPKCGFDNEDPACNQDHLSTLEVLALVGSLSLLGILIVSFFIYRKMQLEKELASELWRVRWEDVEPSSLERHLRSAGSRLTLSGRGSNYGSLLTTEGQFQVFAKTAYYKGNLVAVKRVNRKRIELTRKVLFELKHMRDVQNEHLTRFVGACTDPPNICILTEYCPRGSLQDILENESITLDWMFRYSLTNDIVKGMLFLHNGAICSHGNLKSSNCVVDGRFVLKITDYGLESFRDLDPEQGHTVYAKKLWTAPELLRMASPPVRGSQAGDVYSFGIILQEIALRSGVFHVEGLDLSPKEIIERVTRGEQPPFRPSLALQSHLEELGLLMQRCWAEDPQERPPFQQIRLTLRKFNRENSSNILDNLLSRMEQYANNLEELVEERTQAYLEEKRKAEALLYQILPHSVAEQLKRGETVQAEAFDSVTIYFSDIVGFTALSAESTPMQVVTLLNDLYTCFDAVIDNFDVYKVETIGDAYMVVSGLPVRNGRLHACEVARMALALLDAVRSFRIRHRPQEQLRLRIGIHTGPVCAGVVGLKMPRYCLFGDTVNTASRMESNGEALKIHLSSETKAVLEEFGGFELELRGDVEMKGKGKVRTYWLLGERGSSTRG
sPLA2-III inh = Inhibits HGIII-sPLA2 liposome hydrolysis, primary screen. Q9NZ20. inhibition, % at 12.2 µM. QFRET BODIPY PC-A2 liposome hydrolysis, fluorescence. 370,000 compounds, 0.56% hits. AID 743126;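 active means inhibition above mean plus 3 SD of compounds lying within the high and low control bounds, cut at about 19% in these data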;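 further: 0% = median of test compound wells and 100% = no enzyme DMSO wells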
hgDAF12 agonist = activates the H. glycines DAF-12 receptor ligand-binding domain; activation, % at 6.8 µM; HEK293 GAL4-hgDAF12 UAS-luciferase reporter, agonist luminescence; normalized to butyrate control; 370,000 compounds, 1.8% hits;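 active means activation above a cutoff set at the mean of all screened compounds plus 3 SD, cut at about 10% in these data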;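 further: 0% = DMSO wells and 100% = sodium butyrate wells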
FXN GAA850 act = increases GAA850 frataxin promoter reporter activity. activation, % at 6 µM. HEK293 lucGAA850 FXN promoter luciferase reporter, 24 h; percent of 10 µM SAHA response. 360,000 compounds, 0.56% hits;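 active means activation above the average of all compounds screened plus 3 SD, cutoff fixed separately per campaign, cut at about 7.5% in these data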;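 further: 0% = DMSO wells and 100% = 10 µM SAHA wells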
* = called active by the depositor; x = no result given.

SMILES	proKLK7 act	GC-B act	hcDAF-12 act	DAX1 inh-1	ssDAF12 agonist	DAX1 inh-2	SMARCA2 activ	GC-A act	sPLA2-III inh	hgDAF12 agonist	FXN GAA850 act
CCOc1ccc(CN2CCN(Cc3cc4c(cc3Cl)OCO4)CC2CCO)cc1 (configuration not stated)	0.9	3	-0.4	0.0	-1.3	0.9	0	6	-4	-2.6	1.5
Cc1cccc(S(=O)(=O)NC2CCCCCCC2)c1	0.4	-1	-0.8	-0.3	-1.3	-0.5	1	0	-10	0.9	0.0
O=C(c1sc2cc([N+](=O)[O-])ccc2c1Cl)N1CCCCC1	0.1	2	-0.2	-0.6	-1.6	1.0	-2	3	-1	2.4	0.4
COc1cc(/C=C/C(=O)OC(C)C(=O)NC2CCCCC2C)cc(Cl)c1OC (configuration not stated)	0.2	-3	-0.6	0.2	-1.1	6.9*	0	-4	-4	-1.2	1.5
O=C(c1ccco1)N1CCN(C(=O)C2CC(=O)N(c3ccccc3)C2)CC1 (configuration not stated)	-0.3	1	0.2	1.1	-1.3	1.9	-2	3	6	1.6	0.0
Cn1c(=O)c2c(nc(N3CCOCC3)n2CCCNC2=NCCCCC2)n(C)c1=O	-0.5	11	-0.1	-0.8	-1.1	-0.8	-2	4	0	-0.4	-0.3
Cc1cccc(-n2cnc3c(sc4nc(N5CCOCC5)c5c(c43)CCCC5)c2=O)c1	-0.4	12	-0.9	-0.7	-1.7	0.7	-2	10	1	-0.1	0.4
COc1ccc(OCCCC(=O)OCC(=O)Nc2c(C)nn(-c3ccccc3)c2C)cc1	0.5	2	0.0	-1.6	-0.4	1.5	-2	1	3	-2.0	-1.2
Cc1ccc(CSc2ncnc3c2cnn3Cc2ccccc2)cc1	-0.1	2	0.0	0.1	0.3	0.0	-4	2	8	-0.1	-0.4
COc1ccc(NC(=O)CSc2nnnn2-c2ccccc2OC)c(OC)c1	0.7	-3	-1.4	-1.0	-1.1	-3.1	-3	-3	-5	0.5	-0.6
C=CCn1c(C)nc2ccccc2c1=O	-0.2	7	-1.1	0.6	-1.3	-1.5	0	-1	7	3.2	1.6
COc1ccc(OCC(=O)NNC(=O)Nc2cccc(Cl)c2)cc1	0.3	3	1.2	-1.1	-1.2	-0.3	3	-1	-18	-2.7	-2.7
C(=N\Nc1nc(N2CCOCC2)nc(N2CCOCC2)n1)/c1ccncc1	0.2	1	-1.0	0.1	-0.8	0.9	-1	-1	1	5.4	3.6
CCOC(=O)CCN(C(=O)Nc1ccccc1)C1CCCCC1	-0.5	4	-0.4	1.3	-1.5	0.9	2	0	3	-1.1	1.8
O=[N+]([O-])c1ccc(NS(=O)(=O)c2ccc(Cl)c(Cl)c2)cc1	0.3	12	-2.3	-1.9	-1.5	x	-9	5	-38	-4.2	x
O=C(CN1C(=O)NC2(CCCCC2)C1=O)Nc1cc(C(F)(F)F)ccc1N1CCCCC1	0.0	3	0.0	-0.3	-0.6	-0.2	-1	5	-4	2.4	0.2
CN(C)/N=C/c1ccc(OC(=O)c2cccc([N+](=O)[O-])c2)cc1	0.2	-3	-1.2	-0.7	-1.2	0.6	-2	-3	3	-0.4	-0.9
CCc1cc2c(=O)c(-c3ccc(F)cc3)c(C)oc2cc1OCC(=O)O	-0.1	-2	-0.6	-0.3	-0.5	-0.6	-1	-2	-4	-0.6	0.9
COc1cccc(S(=O)(=O)N2C[C@H](O)COC[C@H]3O[C@@H](CC(=O)N4CCN(C)CC4)CC[C@@H]32)c1	-0.6	-2	-0.2	-0.3	-1.0	x	-5	1	9	-2.5	x
O=C(CSc1nc2c(sc3ccccc32)c(=O)n1CCCN1CCOCC1)NCC1CCCO1 (configuration not stated)	0.0	1	-0.7	0.3	-2.0	-0.7	-1	1	8	-0.8	2.6
COc1ccc(Nc2nc(N3CCOCC3)nc(N3CCOCC3)n2)cc1Cl	0.5	4	-2.3	-0.1	-1.6	-0.8	-1	3	-2	-0.9	1.8
COC(=O)C1=C(C)N=c2s/c(=C/c3cccs3)c(=O)n2C1c1cccs1 (configuration not stated)	0.0	-1	-2.4	-2.1	-1.2	1.1	-3	-1	2	1.6	-0.5
CC(=O)N/C(=C\c1ccc(F)cc1)C(=O)NC(Cc1c[nH]c2ccccc12)C(=O)O (configuration not stated)	-0.2	-1	1.1	0.1	-1.3	3.1	-2	-2	-13	-1.0	0.8
CCc1nc2ccc(C(=O)N3CCN(c4ccc([N+](=O)[O-])cc4)CC3)cc2nc1CC	1.1	-5	-3.3	-0.8	-1.6	-0.4	0	-2	-14	-5.2	0.5
O=C1CCC(C(=O)Nc2cccc(Br)c2)N1 (configuration not stated)	-0.6	1	0.8	0.6	-0.3	1.1	-2	2	0	3.1	1.7
(more compounds)
SMILES	proKLK7 act	GC-B act	hcDAF-12 act	DAX1 inh-1	ssDAF12 agonist	DAX1 inh-2	SMARCA2 activ	GC-A act	sPLA2-III inh	hgDAF12 agonist	FXN GAA850 act
CCC(=O)Nc1ccc(Oc2ccc(NC(=O)CC)c(NC(=O)CC)c2)cc1	-0.1	2	-2.4	0.9	-0.8	1.2	-3	-1	9	7.2	-1.2
C[C@H]1COC(=O)[C@@H](CC(=O)OC(C)(C)C)C/C=C\C[C@H](CC(=O)NCCO)C(=O)N1	-0.1	8	-0.3	0.2	-1.5	-0.3	0	1	2	-0.2	-1.1
Cc1ccc(C)c(NC(=O)Cc2ccc(S(=O)(=O)N3CCCCC3)s2)c1	0.0	-3	-1.1	-0.2	-0.9	0.5	-1	-3	-20	-3.2	0.6
CNC(=O)/C(C#N)=C/c1c(N2CCN(c3ccccc3)CC2)nc2c(C)cccn2c1=O	2.5	-4	2.6	0.2	-1.3	-0.2	-1	8	15	4.6	5.7
CN(C)c1cccc(CNC(=O)c2csc(COCCO)n2)c1	-0.2	0	1.7	-0.3	-0.4	x	-3	3	1	2.9	-1.0
COc1cc(C)c(/C=C(\C#N)C(=O)Nc2ccc(C)cc2)cc1C(C)C	-0.2	-2	-1.7	-0.7	-1.3	-0.4	-3	3	7	-2.0	0.4
CCOC(=O)Cc1csc2nc(-c3ccccc3)nn12	0.0	7	-2.2	-0.3	-1.1	1.3	3	2	-14	1.5	2.9
Cc1ccc(-c2noc(C3CCCN(C(=O)c4ccc(C(C)(C)C)cc4)C3)n2)o1 (configuration not stated)	0.0	0	-2.5	-0.9	-1.7	-1.3	0	0	-3	-4.5	-0.5
COc1ccc(NC(=O)C/C(C)=N/NC(=O)c2ccncc2)c([N+](=O)[O-])c1	1.1	-3	-1.3	-0.1	-0.4	-0.6	-3	4	-4	1.7	0.3
C/C(=N\Nc1ccc(S(=O)(=O)Nc2ccccc2)cc1[N+](=O)[O-])c1ccc(N2CCOCC2)cc1	-0.2	1	-1.8	-0.6	-1.4	0.6	-5	-6	6	-0.5	1.8
c1ccc(-c2nc(-c3ccc(-c4ccon4)s3)no2)cc1	-0.3	4	0.9	0.7	0.1	2.9	4	1	8	6.0	2.8
O=C(CCC(=O)Nc1ccccc1)NNC(=O)CCc1ccccc1	0.0	9	2.0	0.1	-0.1	0.3	0	0	-4	-2.0	-0.4
CCc1ccc(CN2CCC(C(=O)Nc3ccc(Oc4ccccc4)nc3)CC2)o1	0.6	-1	-2.0	-0.7	-1.9	-1.1	-4	3	-17	-2.8	2.5
CSc1ncccc1C(=O)OCc1nc2ccsc2c(=O)[nH]1	-0.2	-2	3.2	2.0	0.0	0.2	5	4	2	1.9	-2.4
Cc1nn(CC(=O)NCc2ccccc2)c(=O)c2cccn12	0.3	-2	-2.3	-0.5	-0.7	0.3	-1	5	8	-1.0	0.0
Cc1c(C2C(C#N)=C(N)OC3=C2C(=O)CCC3)cnn1C (configuration not stated)	0.6	-3	-0.1	0.6	-0.8	-1.2	-2	2	9	2.8	2.2
Cc1csc(Nc2ccccc2)[n+]1C	-0.6	-5	-0.5	0.7	-1.3	-0.2	0	-3	5	0.8	-0.2
CCN(CC)S(=O)(=O)c1ccc(OCC(=O)NCc2ccco2)cc1	0.4	-5	-0.4	-0.4	-1.0	3.7	1	2	-5	-1.7	3.8
COC(=O)[C@]12C[C@H](CC(=O)NCc3ccccc3)C(=O)N(Cc3ccco3)C1=C[C@H](COCc1ccccc1)O[C@@H]2C	0.2	4	0.1	-1.5	-0.1	x	-2	0	-11	2.3	x
CN(C)C(=O)CCc1ccc2c3c([nH]c2c1)[C@]1(C)[C@@H](C(=O)N2CCCCC2)C[C@H](CC(=O)NCCc2ccccn2)C(=O)N1CC3	0.8	9	-1.4	-0.4	-0.5	-0.3	-2	-1	5	-0.2	-0.8
COc1cccc(C2CC(c3ccccc3C)n3nc(N)nc3N2)c1 (configuration not stated)	0.2	2	-2.2	0.2	-1.8	0.9	-1	1	4	3.0	1.6
CCC1CCCCN1C(=O)NC(=O)c1ccccc1 (configuration not stated)	-0.2	0	1.1	0.8	-0.4	0.9	1	2	-3	1.4	-1.7
Cc1ccc(NS(=O)(=O)c2ccc3c(c2)NC(=O)CC(=O)N3)cc1C	0.2	5	-1.5	0.7	-1.2	1.7	-3	4	-10	-0.5	-0.7
CCc1ccc2oc(=O)cc(CN3CCOCC3)c2c1	-0.3	-1	-1.1	-0.3	-1.1	1.0	-4	3	6	1.6	1.4
CCN(CC)c1ccc(/C=N/NC(=O)c2cnccn2)c(O)c1	-1.7	-1	-2.0	-3.3	-1.8	-2.0	-3	-9	-1	-3.4	-6.9
Further results follow:
SMILES	proKLK7 act	GC-B act	hcDAF-12 act	DAX1 inh-1	ssDAF12 agonist	DAX1 inh-2	SMARCA2 activ	GC-A act	sPLA2-III inh	hgDAF12 agonist	FXN GAA850 act
CCOC(=O)c1ccc(N=C2SC(C(=O)NC)CC(=O)N2CCc2ccccc2)cc1 (configuration not stated)	-0.1	1	-0.2	-0.1	-1.0	2.4	-1	-1	-15	-1.2	0.9
O=c1[nH]c(/C=C\c2cccnc2)c([N+](=O)[O-])c(=O)[nH]1	-0.1	-1	0.8	0.2	-1.0	0.6	-1	-3	0	-0.6	0.8
O=C(/C=C/c1ccco1)NCC1COc2ccccc2O1 (configuration not stated)	0.3	-4	1.4	0.3	-0.1	-1.0	-4	-8	8	-0.4	3.3
O=C(COc1coc(CN2CCCc3ccccc32)cc1=O)Nc1cccc([N+](=O)[O-])c1	-1.2	-2	2.8	1.6	-0.2	0.6	-1	0	-4	2.2	0.2
CC1CCCC(C)N1NC(=S)Nc1ccc(OC(F)F)cc1 (configuration not stated)	-0.6	3	-0.4	0.2	-1.7	-0.1	-1	-9	19*	-3.3	0.7
COC(=O)c1cnn(C(=O)c2cc(OC)ccc2Br)c1N	0.0	-5	0.2	0.6	-1.0	-0.2	-2	-2	3	2.6	-0.1
COc1cc(-c2nc(-c3ccc4c(c3)-c3ccccc3S4(=O)=O)c(-c3ccccc3)[nH]2)cc(OC)c1OC	-39	1	-3.6	-0.8	-1.8	-2.9	0	9	0	-3.4	-5.4
COc1ccc(S(=O)(=O)Nc2cc(SCC(=O)O)c(O)c3ccccc23)cc1	-1.8	-1	4.8	-1.4	0.4	-1.3	0	-6	-2	-1.6	3.2
O=C(CCSCCC(=O)NN=Cc1ccccc1O)NN=Cc1ccccc1O	-55	-4	0.5	-0.3	0.0	2.1	-2	-8	-18	0.4	3.4

Assay outcomes as filed in PubChem.
